# Compound activity as filed in PubChem.
# Epigenetic reg: regulators of epigenetic silencing causing reporter derepression in mouse cells; AID 1865; murine LDR cells, GFP reporter derepression, 30 h; Potency, µM (highest dose often 53.9 µM), inactives show at the top dose GFP activation, most hits filed as activators; 280,000 compounds, 0.2% hits; note: potency is the fitted concentration of half-maximal effect; % of control where 0% means no effect; nearly all actives have a fitted effect of over 60% in size
#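 Reporter derepression read as number of fluorescent GFP-positive objects, 20-120 um in size, counted by laser-scanning cytometer. Mouse LDR line with an epigenetically silenced CMV-GFP locus; compound incubation 30 h, 37 C.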
# HTT aggregate: reduces HttQ103-GFP aggregates in PC12 cells; PC12 HttQ103-GFP aggregates, Acumen cytometry, 40 h; 220,000 compounds, 1.1% hits; Potency, µM (top dose mostly 46.1 µM), for the others: at the highest dose activity change, negative = inhibition, actives largely listed as inhibitors; note: potency is the fitted concentration of half-maximal effect; % is set by controls: 0 for no effect and ±100 for the full control effect; nearly all actives have a fitted effect of over 60% in size
#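 PC12 cells with ecdysone-inducible HTT exon1 Q103-GFP, induced by 100 nM tebufenozide, given compounds in a concentration series. GFP aggregates (1–25 um, 6 SD above background) counted in lysates by laser-scanning cytometry, 488 nm excitation.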
# NPSR antagonist: neuropeptide S receptor (human) antagonism, cAMP; Q6W5P4; CHO-NPSR cells, cAMP TR-FRET, antagonist mode; Potency, µM (titrated, usually from 38.3 µM), without a hit: at the top dose activity change, negative = inhibition, usual class: inhibitors; 220,000 compounds, 1% hits; AID 1461; note: potency is the fitted concentration of half-maximal effect; % is set by controls: 0 for no effect and ±100 for the full control effect; nearly all actives have a fitted effect of over 50% in size; many of its hits are not listed in these tables
# Target sequence (Q6W5P4 whole entry, looked up): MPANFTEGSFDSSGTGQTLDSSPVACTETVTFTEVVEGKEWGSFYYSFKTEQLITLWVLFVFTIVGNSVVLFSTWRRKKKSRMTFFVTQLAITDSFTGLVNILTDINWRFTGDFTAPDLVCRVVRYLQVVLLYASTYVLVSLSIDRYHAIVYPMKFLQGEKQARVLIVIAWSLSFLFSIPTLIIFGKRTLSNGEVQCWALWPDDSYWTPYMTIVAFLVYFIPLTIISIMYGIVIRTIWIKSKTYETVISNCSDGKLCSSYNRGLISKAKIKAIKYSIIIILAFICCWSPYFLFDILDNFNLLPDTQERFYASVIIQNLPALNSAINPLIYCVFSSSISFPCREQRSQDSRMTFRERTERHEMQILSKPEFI
# LMNA splice mod: LMNA splicing modulation; HeLa LMNA splicing GFP/RFP minigene ratio, 48 h; Potency, µM (highest dose often 46.1 µM), inactives show at the highest dose ratio change, negative = inhibition, most hits filed as inhibitors; 200,000 compounds, 0.01% hits; AID 1487; active = well fitted inhibition curve with a large enough effect in the signal ratio, with a control signal flat, not every such curve was filed as active; inconclusive = small, poorly fitted or top-dose-only effect, or effect the other way, or a change in a side signal; the % refers to the signal ratio; note: potency is the fitted concentration of half-maximal effect; % is set by controls: 0 for no effect and ±100 for the full control effect
#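 S3 HeLa cells stably expressing lamin A-EGFP splicing minigene plus DsRed2, 600 cells/well, 48 h compound exposure at 37C. Laser-scanning cytometry; analysed as GFP (500-530 nm)/RFP (575-640 nm) total intensity ratio; 0.5% DMSO vehicle.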
# Luc counter: counter-screen: inhibitors of Kinase-Glo firefly luciferase | Kinase-Glo luciferase, ATP luminescence, 8 min | Potency, µM (highest dose often 38.3 µM), for the others: at the top dose activity change, negative = inhibition, most hits filed as inhibitors | 200,000 compounds, 0.28% hits | AID 1379; note: potency is the fitted concentration of half-maximal effect; % is set by controls: 0 for no effect and ±100 for the full control effect; nearly all actives have a fitted effect of over 60% in size
#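 Kinase-Glo luciferase light output from ATP and luciferin was measured with 10 uM ATP, within the enzyme's linear range. Buffer: 50 mM imidazole pH 7.2, 50 mM KCl, 7 mM MgCl2, 0.01% Tween 20, 0.05% BSA; luminescence read after 8 min at ambient temperature.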
# IMPase Li cell: cell-permeable IMPase inhibitors with lithium potentiation. CHO-M1 cells, IP1 TR-FRET (IP-One), carbachol + lithium. Potency, µM (highest dose often 59.4 µM), inactives show at the top dose activity, negative = IMPase inhibition, most hits filed as inhibitors. 210,000 compounds, 0.35% hits. AID 1457;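 note: IP1 builds up when IMPase is blocked and the TR-FRET signal falls; potency is the fitted concentration of half-maximal effect; plate controls were basal vehicle for no effect and high inhibitor control for full effect; nearly all actives have a fitted effect of over 50% in size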
#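 CHO cells stably expressing M1 receptor (2000/well, cultured 16–30 h) treated 30 min at 37C with compound plus low lithium. Cytosolic IP1 by TR-FRET (665/620 ratio and 620 channel) after 10 min lysis; AC50 by Hill fit.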
# CBFb-RUNX1 inh: inhibitors of human CBF-beta and RUNX1 interaction; AlphaScreen CBFb-His/RUNX1-biotin binding, biochemical; Potency, µM (doses to about 59.8 µM), for inactives: at the highest dose activity, negative = inhibition, usual class: inhibitors; AID 1477; 230,000 tested, under 10 active; note: % of control where 0% means no effect
# Target sequence (Q01196 whole entry, looked up): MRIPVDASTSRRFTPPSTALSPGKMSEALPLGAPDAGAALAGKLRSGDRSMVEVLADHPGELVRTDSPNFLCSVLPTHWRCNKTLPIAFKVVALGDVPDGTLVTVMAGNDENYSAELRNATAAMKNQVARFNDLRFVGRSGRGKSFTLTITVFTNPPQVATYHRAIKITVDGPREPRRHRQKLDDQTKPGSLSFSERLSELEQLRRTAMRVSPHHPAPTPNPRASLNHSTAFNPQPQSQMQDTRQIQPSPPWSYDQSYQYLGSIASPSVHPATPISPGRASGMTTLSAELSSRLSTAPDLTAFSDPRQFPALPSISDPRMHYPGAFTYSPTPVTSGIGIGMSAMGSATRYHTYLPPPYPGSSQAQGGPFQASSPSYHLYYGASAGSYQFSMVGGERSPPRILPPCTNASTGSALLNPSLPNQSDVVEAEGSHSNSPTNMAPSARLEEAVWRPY
# Target sequence (Q13951 whole entry, looked up): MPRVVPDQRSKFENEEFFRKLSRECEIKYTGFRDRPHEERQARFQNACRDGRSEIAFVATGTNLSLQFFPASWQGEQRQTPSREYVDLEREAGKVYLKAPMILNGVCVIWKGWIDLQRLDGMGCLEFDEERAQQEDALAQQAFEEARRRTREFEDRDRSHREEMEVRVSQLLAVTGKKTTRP
#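 AlphaScreen binding: CBFb-His and RUNX1-biotin (30 nM each) preincubated 20 min, compound added for 15 min, then nickel and streptavidin beads for 90 min, all at room temperature. Disruption of the interaction by any mechanism counts as activity.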
# * hit, by the source's call; ? = inconclusive; . = no result given; [ ] = remark or other dose. Unless noted, calls come from the whole dose curve; as a rule, active = well fitted curve in the direction sought with a large enough effect; inconclusive = small, poorly fitted or top-dose-only effect, or another doubt; inactive = no such curve, though single readings can be large; an effect the other way counts as inactive or inconclusive. These rows are one share of the data. The share of hits here may be higher or lower than overall.
SMILES,Epigenetic reg,HTT aggregate,NPSR antagonist,LMNA splice mod,Luc counter,IMPase Li cell,CBFb-RUNX1 inh
Cc1nc(C)c(/C(O)=C/c2nc3ccc([N+](=O)[O-])cc3oc2=O)o1,2.6%,15%,-11%,?,-6%,?,0%
CCOC(=O)Cn1c(=O)oc2cc(S(=O)(=O)N3CCCc4ccccc43)ccc21,-1.0%,-20%,-12%[46.1 µM],-4%,-4%,7%[38.3 µM],0%
COc1ccc(C(=O)C2CCCN(Cc3ccc4nonc4c3)C2)c(C)c1 (stereo not drawn),0.0%,12%[9.22 µM],-40%,.,.,.,14%
Cc1c(CN2CCCC(C(=O)c3cccc(OC(C)C)c3)C2)c(=O)n(-c2ccccc2)n1C (stereo not drawn),-4.2%,5%[9.22 µM],5%,?,1%,21%,0%
NC(=O)c1cccn(Cc2ccc(C(F)(F)F)cc2)c1=O,-1.3%,-30%,17%,.,0%,2%,4%
CCn1cc(C(=O)NCc2ccncc2)c(=O)c2cc(F)c(N3CCN(C(=O)c4ccco4)CC3)cc21,-1.6%,-6%[9.22 µM],33%,.,.,.,-6%
COC1CCCN(Cc2cn(C)nc2-c2ccc(Oc3ccccc3)cc2)C1 (stereo not drawn),0.2%,3%,2%,.,.,.,7%
CS(=O)(=O)N(CC(=O)NC1CCCCC1)Cc1ccc(F)cc1,-0.3%,11%,5%,.,1%,4%,12%
C=CCN1C(=O)CS/C1=N\S(=O)(=O)c1ccc(Cl)cc1,-1.1%,-23%,17%,-8%,1%,-1%,-8%
COc1ccc2sc(N(CCCN(C)C)C(=O)c3nc4ccccc4s3)nc2c1,-3.9%,28%,0%,-18%[46 µM],3%,-5%,26%
Cc1cccc(C2=NN(c3ccc(Br)cc3)[C@@H](C(=O)N3CCOC3=O)[C@@H]2c2ccccc2)c1,1.4%[40.7 µM],.,.,.,0%[39.9 µM],-5%,?
COc1ccc(NC2CC(=O)N(c3ccccc3)C2=O)cc1 (stereo not drawn),-0.2%,18%,-2%[46.1 µM],0%,-6%,8%[38.3 µM],-2%
CC12CN3CC(C)(CN(C1)C3c1ccc(Cl)cc1Cl)C2=O (stereo not drawn),-2.5%,5%,13%[46.1 µM],-10%,-2%,25%[38.3 µM],10%
O=c1oc2ccccc2c(NCc2ccc(Cl)cc2)c1[N+](=O)[O-],-1.8%,7%[9.22 µM],-12%,.,.,.,-8%
COc1ccc(NC(=O)CN2CC(C)OC(C)C2)cc1Cl (stereo not drawn),-0.4%,-2%,21%,13%[46 µM],-1%,-3%,3%
COc1cc(NC(=O)C/C(C)=N/NC(=O)C(=O)NC2CCCCC2)c(OC)cc1Cl,11%,?,-1%,-7%[9.22 µM],3%,-4%,-13%
O=C(NCC1CCCO1)c1cccc(F)c1 (stereo not drawn),-1.2%,2%,-1%[46.1 µM],11%,3%,-6%[38.3 µM],-4%
COc1ccc(C(=O)Oc2cc(/C=N/NS(=O)(=O)c3ccccc3)ccc2OC)cc1,0.9%,-5%,-25%[46.1 µM],-3%,2%,38%[38.3 µM],-17%
N#Cc1cccc(NC(=O)Nc2cccs2)c1,-1.1%,-5%,4%[46.1 µM],-1%,-5%,-9%[38.3 µM],-9%
C=CCOC(=O)/C(=C\c1ccc(OC)cc1)NC(=O)c1ccco1,-0.6%,3%,-8%[46.1 µM],5%,-3%,9%[38.3 µM],1%

# An excerpt of these results, with values under each structure:
# Sequence of screens – Epigenetic reg | HTT aggregate | NPSR antagonist | LMNA splice mod | Luc counter | IMPase Li cell | CBFb-RUNX1 inh
- O=C(NCC1CCCO1)c1cccc(F)c1 (stereo not drawn)
  -1.2% | 2% | -1%[46.1 µM] | 11% | 3% | -6%[38.3 µM] | -4%
- C=CCOC(=O)/C(=C\c1ccc(OC)cc1)NC(=O)c1ccco1
  -0.6% | 3% | -8%[46.1 µM] | 5% | -3% | 9%[38.3 µM] | 1%
- CS(=O)(=O)N(CC(=O)NC1CCCCC1)Cc1ccc(F)cc1
  -0.3% | 11% | 5% | . | 1% | 4% | 12%

# The list goes on.
SMILES,Epigenetic reg,HTT aggregate,NPSR antagonist,LMNA splice mod,Luc counter,IMPase Li cell,CBFb-RUNX1 inh
COC(=O)[C@@H](NC(=O)Nc1ccc(C(C)=O)cc1)C(C)C,-1.1%,-3%,4%[46.1 µM],8%,-3%,1%[38.3 µM],1%
O=C1N=C(N2CCOCC2)S/C1=C/c1ccc(-c2ccccc2Cl)o1,-0.9%,-4%,0%[46.1 µM],-8%,3%,3%,0%
CCN(CC)C(=O)N1CCn2c(nc3ccccc32)C1,2.4%,?,-1%[46.1 µM],-10%,-3%,0%,17%
c1ccc(-c2c[n+]3c(n2-c2ccccc2)CCC3)cc1,-0.6%,-1%[9.22 µM],11%,.,.,.,4%
COc1cc2c(cc1NC(=O)c1ccco1)CCCC2,0.8%,-6%,-11%[46.1 µM],13%,-2%,11%[38.3 µM],2%
O=C(c1n[nH]c(=O)c2ccccc12)N1CCN(Cc2ccc3c(c2)OCO3)CC1,1.1%,14%[9.22 µM],14%,.,.,.,6%
CSc1nnc([C@@H](NC(=O)OC(C)(C)C)C(C)C)o1,-4.0%,8%,-5%[46.1 µM],4%,7%,-5%[38.3 µM],4%
CC(C)N1CCC(N2CCN(CCCn3cccn3)CC2CCO)CC1 (stereo not drawn),-5.6%,6%[9.22 µM],0%,?,0%,1%,4%
Cc1cc(C)c2c(=O)[nH]c(SCc3ccccc3)nc2n1,-1.1%,-4%[9.22 µM],13%,.,0%,6%,-2%
CCOC(=O)c1c(C)[nH]c(C(=O)NNC(=O)c2ccc(C(C)(C)C)cc2)c1C,0.0%,-20%,-3%,-5%,3%,3%,1%
COc1cccc(N2CCN(Cc3nc4ccccc4c(=O)[nH]3)CC2)c1,0.1%,3%,-1%[46.1 µM],-10%,1%,2%[38.3 µM],0%
CN(C)S(=O)(=O)c1cccc(NC(=O)COC(=O)c2ccc(Br)o2)c1,0.9%,4%,-5%[46.1 µM],1%[0.0737 µM],-2%,0%[38.3 µM],4%
O=C(Cn1c(=O)n(-c2ccccc2)c(=O)c2sccc21)N1CCCC1,3.2%,-6%,-28%[46.1 µM],1%,-2%,-9%[38.3 µM],6%
COc1ccccc1CNS(=O)(=O)c1c(C)noc1C,0.0%,10%,7%[46.1 µM],-2%,10%,-15%[38.3 µM],1%
COc1ccc(C(=O)Cn2c(C)nc([N+](=O)[O-])c2Br)cc1,0.0%,23%[9.22 µM],-20%,.,.,.,5%
N#Cc1ccccc1NC(=O)Nc1cccc(Cl)c1,-0.4%,-13%,-19%[46.1 µM],0%,-9%,-14%[38.3 µM],1%
O=C(Cc1cnn(-c2ccccc2)c1)c1ccc(O)c(O)c1O,-2.5%,7%,-10%[46.1 µM],?,-4%,22%[38.3 µM],-20%
COc1ccccc1NC(=O)C1=C(C)NC2=C(C(=O)CCC2)C1c1ccc2c(c1)OCO2 (stereo not drawn),0.0%,15%,-27%[46.1 µM],0%,-1%,-1%[38.3 µM],7%
Cc1ccc(-n2nnnc2SCC(=O)c2c(N)n(CC(C)C)c(=O)n(C)c2=O)cc1,-9.3%,?,-6%[46.1 µM],-8%,6%,-14%,11%
CC(c1ccccn1)N(CCN(C)C)C(=S)Nc1cccc(F)c1 (stereo not drawn),0.8%,3%,-17%[46.1 µM],?,-2%,43%[activator][38.3 µM],.
CCOC(=O)C(NC(C)=O)(N1CCOCC1)C(F)(F)F (stereo not drawn),-2.2%,21%,4%[46.1 µM],-4%,.,.,3%
CCOC(=O)C1CCN(C(=O)c2ccccc2NS(=O)(=O)c2ccc(F)cc2)CC1,0.9%,1%,0%,-10%,0%,1%,4%
CSc1ccccc1NC(=O)c1ccccc1C,-7.1%,29%,17%,.,0%,-1%,2%
O=C(NCC1CCN(S(=O)(=O)c2ccccc2)CC1)Nc1ccccc1,1.1%,-6%[9.22 µM],33%,.,.,.,12%
CC(CCc1ccccc1)NC(=O)C1CCN(S(=O)(=O)N2CCCCC2)CC1 (stereo not drawn),0.0%,-3%,1%[46.1 µM],-5%,2%,7%[38.3 µM],3%
CC(C)(/C=N/NC(=O)CSCc1ccc(Cl)cc1)CCC#N,0.0%,.,2%,.,-4%,-6%,2%
CN(C)c1nccc(NCc2ccccc2)c1C#N,0.2%,-4%,13%,.,-4%,12%,-3%
CN(C)c1ccc(/C=C(/NC(=O)c2ccccc2)C(=O)N/N=C/c2ccc([N+](=O)[O-])c(O)c2)cc1,1.3%,-3%,5%[46.1 µM],-6%,1%,47%[activator][38.3 µM],1%
CCC(=O)N1C(C(=O)N2CCCC2)CSC1c1ccc(OC)cc1 (stereo not drawn),7.4%,0%,11%,2%,-2%,4%,4%[2.36 µM]
O=C(O)C1CCN(C(=O)CSc2nc3ccccc3s2)CC1,-2.2%,-18%,7%,.,1%,-12%,8%
CC(O)c1nc2ccc(C(=O)O)cc2[nH]1 (stereo not drawn),1.9%,-22%[9.22 µM],12%,.,.,.,27%
CCN(CC)CCNc1nc(-c2ccccc2)nnc1C(F)(F)F,0.6%,26%,-4%[46.1 µM],-5%,2%,25%[38.3 µM],15%
O=C(Nc1ccc(Cl)cc1)N1CCCC(Cn2cccc2)C1 (stereo not drawn),0.1%,-12%[9.22 µM],25%,.,.,.,-6%
CN(Cc1nc(-c2ccccn2)no1)S(=O)(=O)c1ccccc1,-0.8%,-5%,-11%[46.1 µM],18%,-1%,-5%[38.3 µM],5%
COc1ccc(NC(=S)N(CCCN2CCC(C)CC2)Cc2cccs2)cc1Cl,0.0%,?,-50%,.,-3%,-4%,2%
COc1ccc(C)cc1N(C(=O)c1cccc(F)c1)c1nc2ccccc2s1,0.0%,26%,-27%[46.1 µM],?,0%,5%,-16%
Cc1ccccc1NCC(=O)N/N=C/c1c[nH]c2ccccc12,4.2%,10%,-26%,-18%[46 µM],12%,13%,?
CCN1C(=O)C2(C(C(=O)c3cc4ccccc4o3)=C(O)C(=O)N2CCCN(C)C)c2ccccc21 (stereo not drawn),0.0%,16%[9.22 µM],?,?,.,.,3%
COc1cccc(-n2cc(CNCc3c(C(=O)N(C)C)nc4ccc(Cl)cn34)cn2)c1,3.1%,-15%,-7%,16%[46 µM],1%,13%,?
Cc1ccc(S(=O)(=O)CCC(=O)OCC(=O)c2c(C)[nH]c3ccccc23)cc1,-0.9%,10%,8%[46.1 µM],-24%,.,.,-6%
